# ARNT TACC3 PPI = disrupts binding between human ARNT and TACC3 | inhibition, % at 9.99 µM | 390,000 compounds, 0.66% hits | AlphaScreen His-ARNT PAS-B/GST-TACC3 binding, luminescence; TACC3 fragment carries E629A point mutation;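 active = mean inhibition of replicates at least 50% and at least half of replicates each reaching 50%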;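 also: 0% = complete ARNT plus TACC3 wells and 100% = ARNT alone without TACC3; many hits fall short of the cut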
# XiGFP reactiv = X-chromosome reactivation activator. 360,000 compounds, 0.055% hits. activation, % at 7.58 µM. XiGFP mouse fibroblasts, % GFP-positive cells imaging, 3 d; cells co-treated with 5-aza-dC sensitizer; scaled so ellipticine positive control = 100%;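 active = mean normalized replicate activation at least 10% and every replicate at or above 10%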;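 also: 0% = median of on-plate neutral control wells and 100% = ellipticine 6 µM median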
#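 Schedule: 3 d treatment, 15 min room-temperature fixation; system: 68-5-11 XiGFP fibroblast line; buffer or medium: DMEM plus 5-aza-dC sensitizer; control set: ellipticine 6 µM positive control; compound: one concentration, pinned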
# RAD54 inh = blocks human RAD54 Holliday junction branch migration | FAM/BHQ fluorescence | 360,000 compounds, 0.14% hits | Q92698 | AID 602329 | inhibition, % at 10.4 µM;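 active = mean normalized replicate activity at least 40 and at least half of replicates scoring 40 or more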;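 also: 0% = median of neutral control wells and 100% = median of positive control wells; inhibitors cause a drop in the FAM fluorescence signal; in these data hits start at about 50%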
# Target sequence (Q92698 whole entry, looked up): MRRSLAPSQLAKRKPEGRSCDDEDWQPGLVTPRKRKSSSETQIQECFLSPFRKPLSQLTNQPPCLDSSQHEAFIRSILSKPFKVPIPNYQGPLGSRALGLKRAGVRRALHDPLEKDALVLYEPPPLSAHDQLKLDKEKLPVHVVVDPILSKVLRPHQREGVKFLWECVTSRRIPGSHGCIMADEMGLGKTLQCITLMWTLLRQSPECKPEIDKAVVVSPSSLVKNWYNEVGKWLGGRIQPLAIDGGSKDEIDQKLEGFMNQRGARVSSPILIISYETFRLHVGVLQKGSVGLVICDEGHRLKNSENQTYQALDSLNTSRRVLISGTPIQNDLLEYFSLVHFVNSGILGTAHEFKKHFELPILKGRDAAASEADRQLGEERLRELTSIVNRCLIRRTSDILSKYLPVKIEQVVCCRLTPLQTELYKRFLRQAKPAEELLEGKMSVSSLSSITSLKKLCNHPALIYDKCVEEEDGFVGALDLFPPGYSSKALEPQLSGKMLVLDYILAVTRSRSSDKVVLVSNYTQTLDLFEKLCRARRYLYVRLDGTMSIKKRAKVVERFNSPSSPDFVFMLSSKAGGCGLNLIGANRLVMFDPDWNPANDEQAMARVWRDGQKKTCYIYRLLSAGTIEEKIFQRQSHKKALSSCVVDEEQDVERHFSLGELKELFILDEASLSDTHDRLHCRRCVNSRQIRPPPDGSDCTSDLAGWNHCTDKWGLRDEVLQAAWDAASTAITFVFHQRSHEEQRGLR
# esBAF inh = blocks esBAF chromatin remodeling in mouse ES cells; 350,000 compounds, 2% hits; AID 602393; Bmi1-luciferase knock-in reporter, 24 h; 100% = twice the neutral-well signal; reporter increase, % at 12.5 µM; in the data active = activation above about 40%;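 also: 0% = median of the plate's neutral control wells and 100% = double that signal; a rise in the Bmi1 reporter signal indicates esBAF inhibition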
# ERAP1 HTS inh = inhibitors of human ERAP1 aminopeptidase | 340,000 compounds, 0.15% hits | Q9NZ08 | recombinant ERAP1, Leu-AMC fluorescence, 60 min | inhibition, % at 10.7 µM;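 active = mean replicate inhibition of at least 30%, or all replicates individually reaching that 30% level; inactive = mean below 30% and not every replicate reaching it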;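 also: 0% = neutral control wells and 100% = L-leucinethiol positive control wells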
# RAD52 anneal inh = RAD52 (human) annealing inhibition | recombinant RAD52 DNA annealing, FRET fluorescence | inhibition, % at 18.7 µM | 360,000 compounds, 0.46% hits | AID 651710;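 active = every replicate showing at least 50% inhibition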
# GSIS activator = GLuc luminescence reporter in INS-1E cells, primary screen for activators of glucose-dependent secretion of insulin; INS-1E GLuc reporter insulin secretion, 2-3 h; 370,000 compounds, 0.61% hits; activation, % at 16.6 µM;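 active = lowest replicate activation of at least 40%, so every replicate reaches that level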;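 also: 0% = median of neutral control wells and 100% = median of IBMX positive control wells; some compounds called inactive have numbers as strong as hits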
# CFTR F508del cor = CFTR F508del correction in bronchial cells | CFBE cells, YFP halide quenching; stimulated with forskolin plus potentiator P3; % fluorescence drop versus neutral controls | activity (quench increase), % at 7.58 µM | 350,000 compounds, 0.36% hits | AID 720511;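 active = mean added fluorescence quench of at least 8% versus neutral control, with both replicates also reaching 8%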;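 also: cells transiently co-express mutant CFTR-F508del with the halide-sensitive YFP; corrector assay measuring rescue of mutant channel to the surface after 24 h compound exposure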
# * = called active by the depositor; x = not tested or not shown.
nr	SMILES	CFTR F508del cor	XiGFP reactiv	ARNT TACC3 PPI	RAD54 inh	GSIS activator	esBAF inh	RAD52 anneal inh	ERAP1 HTS inh
1	CC(=O)Nc1ccc(NC(=O)C2CCN(C(=O)C3CC(=O)N(c4ccc(C)cc4)C3)CC2)cc1 (stereo not given)	-3.7	0.0	1.4	-9.7	8.3	-0.1	2.5	-1.2
2	CC=Cc1ccc2n(c1=O)C[C@@H]1[C@@H](CO)[C@H](C(=O)NCc3ccccn3)[C@H]2N1CC1CC1 (mixture of isomers)	-2.4	0.2	11.9	-12.3	10.8	0.5	-12.5	3.1
3	COc1ccc(-c2cnc3c(c2)C(=O)N([C@@H](C)CO)C[C@@H](C)[C@@H](CN(C)C(=O)C2CCOCC2)O3)cc1	0.0	-0.1	2.2	1.3	9.1	-7.8	1.2	-2.1
4	CC(=O)NC(Cc1c[nH]c2ccccc12)C(=O)OCC(=O)N1CCN(S(=O)(=O)c2ccc(Cl)cc2)CC1 (stereo not given)	1.8	0.2	4.0	2.9	-29.0	-0.9	-8.9	2.3
5	O=C(NC1CCCc2c1cnn2-c1ccc(F)cc1F)c1cnccn1 (stereo not given)	5.9	0.2	-3.4	x	7.9	x	-11.5	1.0
6	C=CCOC(=O)/C(=C/c1cccnc1)NC(=O)c1ccccc1	-0.1	0.1	2.8	x	3.5	x	-24.4	x
7	O=C(C[C@H]1CC[C@@H]2[C@H](COC[C@@H](O)CN2S(=O)(=O)c2cccc(F)c2)O1)NC1CCC1	-0.7	0.2	-14.2	-20.8	5.5	-4.1	16.1	0.2
8	CC(C)c1cn(CC[C@@H]2CC[C@@H](NC(=O)C3CCOCC3)[C@@H](CO)O2)nn1	1.7	-0.4	x	x	-10.8	x	-7.2	-0.4
9	CC1(C)CC(=O)C2=C(C1)OC(N)=C(C#N)C2c1ccccc1[N+](=O)[O-] (stereo not given)	-2.2	0.0	-4.1	x	-53.8	x	-63.7	-1.1
10	CN1c2ccc(C#Cc3cccnc3)cc2[C@H]2[C@H](CCN2C(=O)c2cccnc2)[C@H]1CO	0.3	0.1	6.6	-17.4	-4.6	8.2	-58.9	3.2

# Record cards (already shown):
# Listed for O=C(NC1CCCc2c1cnn2-c1ccc(F)cc1F)c1cnccn1 (stereo not given) = CFTR F508del cor: 5.9; XiGFP reactiv: 0.2; ARNT TACC3 PPI: -3.4; RAD54 inh: x; GSIS activator: 7.9; esBAF inh: x; RAD52 anneal inh: -11.5; ERAP1 HTS inh: 1.0
# Listed for COc1ccc(-c2cnc3c(c2)C(=O)N([C@@H](C)CO)C[C@@H](C)[C@@H](CN(C)C(=O)C2CCOCC2)O3)cc1 = CFTR F508del cor: 0.0; XiGFP reactiv: -0.1; ARNT TACC3 PPI: 2.2; RAD54 inh: 1.3; GSIS activator: 9.1; esBAF inh: -7.8; RAD52 anneal inh: 1.2; ERAP1 HTS inh: -2.1

# Later entries.
nr	SMILES	CFTR F508del cor	XiGFP reactiv	ARNT TACC3 PPI	RAD54 inh	GSIS activator	esBAF inh	RAD52 anneal inh	ERAP1 HTS inh
11	CS(=O)(=O)N1[C@@H]2Cn3c(ccc(-c4cccc(F)c4)c3=O)[C@H]1[C@@H](C(=O)N1CCOCC1)[C@@H]2CO	0.0	0.1	1.1	-27.4	5.2	-4.9	-3.3	-1.0
12	Cc1nn(-c2ccccc2)c(Cl)c1C(=O)NNC(=O)c1ccncc1	-7.3	-0.1	3.1	-13.8	4.5	-3.4	-13.9	0.0
13	Cc1ccc(-c2nnc(SCC(=O)Nc3nc4c(s3)CCCC4)n2C)cc1	x	x	-3.8	-0.8	4.8	3.4	x	x
14	CCc1nc2c(OCc3ccc(F)cc3)cccn2c1N(C)C(=O)c1ccco1	-0.4	0.1	x	2.8	x	-2.4	-21.1	-0.1
15	CC(=O)N[C@H]1CC[C@@H](CCNC(=O)C2CCCCC2)O[C@@H]1CO	0.7	-0.6	x	x	8.9	x	3.4	0.0
16	CC(=O)NCCC(=O)Nc1cccc(S(=O)(=O)N(C)c2ccccc2)c1	x	0.0	-1.2	6.1	0.1	1.0	x	x
17	CC1(C)CC(=O)c2c(n(S(=O)(=O)c3ccccc3)c3ccc(NS(=O)(=O)c4ccccc4)cc23)C1	5.4	0.0	x	0.1	x	13.5	0.6	1.0
18	COc1ccc2c3c([nH]c2c1)[C@@H](CO)N(C(=O)C1CC1)CC31CCN(C)CC1	-0.3	0.3	x	x	5.7	x	4.4	0.2
19	Cc1cc(C)c([N+](=O)[O-])cc1NC(=O)CCSc1ccccc1Cl	2.9	0.0	7.4	5.3	13.0	x	-17.3	-0.8
20	C[C@H]1CN([C@@H](C)CO)C(=O)c2cc(C#CCc3ccccc3)cnc2O[C@H]1CN(C)CC1CCOCC1	-2.2	0.1	-2.1	0.6	2.3	-4.3	-44.9	0.4
21	Cc1noc(C)c1S(=O)(=O)N(C)C[C@H]1Oc2ccc(NC(=O)Nc3cccc4ccccc34)cc2CC(=O)N([C@@H](C)CO)C[C@@H]1C	-2.4	0.0	x	0.6	11.8	0.5	-5.5	-0.7
22	O=C(C1CCN(S(=O)(=O)c2ccccc2F)CC1)N1CCCC1	-4.1	0.0	x	-4.1	10.1	-5.5	-14.9	-2.1
23	C[C@@H]1CN([C@H](C)CO)C(=O)Cc2cc(NC(=O)Nc3ccc(C(F)(F)F)cc3)ccc2O[C@H]1CN(C)C(=O)Nc1ccc2c(c1)OCO2	-4.2	0.0	x	x	-20.7	x	-3.8	-0.8
24	Cc1ccc(Cc2cnc(N3C(=N)SC(C)C3=O)s2)cc1 (stereo not given)	0.2	0.0	-2.4	x	x	x	-11.9	-4.1
25	CSCCC(NC(=O)C1CCC(C)CC1)C(=O)NCCN1CCC(C)CC1 (stereo not given)	2.0	-0.2	0.5	x	25.1	x	-13.0	x
26	CCC(=O)N1CC2(C1)[C@@H](c1ccc(-c3ccc(F)cc3)cc1)[C@H](CO)N2S(C)(=O)=O	0.8	0.0	x	x	-2.1	x	-33.0	2.6
27	NC(=O)CN1C(=O)C(=O)N(Cc2ccccc2Cl)C1=O	-1.3	0.1	1.6	14.9	-5.9	-3.5	-10.7	-1.2
28	CC(=O)c1ccccc1NC(=O)COC(=O)C1=NN(c2ccccc2)C(=O)CC1	0.7	0.1	-5.5	-1.1	-1.2	1.3	-1.9	-4.9
29	C[C@@H]1CN([C@@H](C)CO)C(=O)c2cccc(NS(=O)(=O)c3ccccc3)c2O[C@@H]1CN(C)C(=O)Nc1ccc(F)cc1	-2.4	0.1	3.1	-7.9	-14.7	4.7	17.9	-0.3
30	N#C[C@@H]1[C@@H](c2ccccc2)[C@H](CO)N1C(=O)c1cc(Cl)cc(Cl)c1	-3.0	0.1	-3.5	-17.2	-5.6	3.5	-2.0	-2.2

# Taken from the listing for reference:
nr	SMILES	CFTR F508del cor	XiGFP reactiv	ARNT TACC3 PPI	RAD54 inh	GSIS activator	esBAF inh	RAD52 anneal inh	ERAP1 HTS inh
21	Cc1noc(C)c1S(=O)(=O)N(C)C[C@H]1Oc2ccc(NC(=O)Nc3cccc4ccccc34)cc2CC(=O)N([C@@H](C)CO)C[C@@H]1C	-2.4	0.0	x	0.6	11.8	0.5	-5.5	-0.7
22	O=C(C1CCN(S(=O)(=O)c2ccccc2F)CC1)N1CCCC1	-4.1	0.0	x	-4.1	10.1	-5.5	-14.9	-2.1
23	C[C@@H]1CN([C@H](C)CO)C(=O)Cc2cc(NC(=O)Nc3ccc(C(F)(F)F)cc3)ccc2O[C@H]1CN(C)C(=O)Nc1ccc2c(c1)OCO2	-4.2	0.0	x	x	-20.7	x	-3.8	-0.8
24	Cc1ccc(Cc2cnc(N3C(=N)SC(C)C3=O)s2)cc1 (stereo not given)	0.2	0.0	-2.4	x	x	x	-11.9	-4.1

# Remaining list, next part.
nr	SMILES	CFTR F508del cor	XiGFP reactiv	ARNT TACC3 PPI	RAD54 inh	GSIS activator	esBAF inh	RAD52 anneal inh	ERAP1 HTS inh
31	O=C(C[C@H]1CC[C@H]2[C@@H](COC[C@@H](O)CN2Cc2ccccc2)O1)NCCCN1CCOCC1	2.9	0.2	-8.2	-4.4	7.1	-1.9	0.8	-0.9
32	O=C(NNC(=S)NC(=O)c1ccccc1Cl)c1cccc([N+](=O)[O-])c1	1.5	0.1	-20.4	-0.7	-2.0	3.9	-18.1	2.6
33	C[C@@H]1CN([C@H](C)CO)C(=O)c2cc(NC(=O)c3ccccc3)ccc2O[C@@H](C)CCCCO[C@@H]1CN(C)Cc1ccc2c(c1)OCO2	2.4	-0.1	0.7	7.2	-17.3	2.4	-8.7	-1.6
34	Cc1cc(C(=O)N/N=C/c2ccc([N+](=O)[O-])cc2)c2ccccc2n1	14.1*	0.3	1.9	-2.8	19.7	-1.3	1.2	-3.0
35	COc1ccc(OCc2nnc(SCC(=O)Nc3ccccc3F)o2)cc1	-0.9	0.2	-2.5	-0.5	14.0	-6.8	-9.3	0.4
36	CN(C)CCCNC(=O)[C@H]1[C@H](CO)[C@H]2Cn3c(ccc(-c4ccc(F)cc4)c3=O)[C@H]2N1C	-1.4	0.3	x	-5.1	-5.5	3.8	1.2	x
37	Cc1cccc(NC(=O)c2ccc(S(=O)(=O)N3CCOCC3)cc2)c1C	-0.8	0.0	2.8	-7.3	10.0	-4.2	-14.5	-2.9
38	C[C@@H]1CN([C@@H](C)CO)C(=O)c2cc(C#CCN(C)C)cnc2O[C@H]1CN(C)C(=O)c1cccnc1	0.1	-0.6	-4.0	2.9	29.5	-3.9	-2.5	0.4
39	Cc1cc(C(=O)Nc2cccc3c2O[C@@H](CN(C)C(=O)Nc2ccc(C(F)(F)F)cc2)[C@H](C)CN([C@@H](C)CO)C3=O)n(C)n1	-5.3	0.7	-2.7	-4.0	3.4	4.9	8.0	x
40	CC(C)C[C@H]1CN(CCCC[C@@H]2CNC(=O)C(=O)N2Cc2ccccc2)C(=O)C(=O)N1CCC1CCCCC1	-0.8	0.0	x	x	-52.6	x	-4.1	-2.6
41	CCCC(=O)Nc1ccc2c(c1)OC[C@@H](C)N(C(=O)c1ccccc1F)C[C@@H](C)[C@@H](OC)CN(C)C2=O	-1.1	-0.3	x	x	-3.2	5.2	x	x
42	N#CCC(=O)Nc1nc(-c2ccc3c(c2)OCCO3)cs1	1.1	0.3	-1.0	x	-7.0	x	-17.3	2.9
43	N=c1n(CC(=O)c2cccs2)c2ccccc2n1Cc1ccccc1	-1.7	0.3	-1.4	x	-6.4	x	-1.4	2.6
44	O=C(C[C@@H]1CC[C@@H](NC(=O)c2cccc(F)c2)[C@H](CO)O1)NCc1ccc(Oc2ccccc2)cc1	2.2	-0.7	-3.8	0.2	16.8	-11.0	-1.8	3.0
45	N#Cc1c(-c2ccccc2)cc(-c2cccs2)nc1SCC(=O)O	-3.1	-0.1	9.7	3.3	-47.4	2.5	-23.7	-12.1
46	COc1cc(NS(=O)(=O)c2ccc3c(c2)NC(=O)CO3)cc(OC)c1	-0.4	0.0	6.5	4.0	5.1	-0.7	-9.9	1.4
47	COc1ccccc1CNC(=O)C[C@H]1CC[C@@H]2[C@H](COC[C@H](O)CN2C(=O)Nc2ccccc2)O1	1.9	0.1	-3.5	10.3	-7.7	5.6	-15.0	-3.7
48	c1ccc(Oc2ccc(-n3cnnn3)cc2)cc1	-1.2	x	3.3	x	13.4	4.6	-8.1	-1.4
49	CC1(c2ccc(Cl)cc2)NC(=O)N(CC(=O)c2ccc3c(c2)OCO3)C1=O (stereo not given)	2.3	0.4	-5.6	-2.8	29.9	0.3	-52.6	1.3
50	O=C(c1ccc(OC2CCN(Cc3ccccc3O)CC2)cc1)N1CCCCC1	-2.7	0.1	2.3	-4.7	4.3	-4.7	-21.6	-1.7
51	COc1cc(C2NC(=O)CCC2[N+](=O)[O-])cc(OC)c1OC (stereo not given)	1.7	0.1	7.3	10.9	-28.1	2.0	-8.4	-0.3
52	CC(=O)C1C(c2ccc(Br)cc2)C2C(C)=NN=C2CC1(C)O (stereo not given)	-1.5	0.0	-8.9	2.7	-19.8	2.1	-26.4	-2.8
